PAFAH1B3 inh = PAFAH1B3 enzyme inhibitors, primary screen, biochemical, fluorescence polarization, human | Platelet-activating factor acetylhydrolase IB subunit alpha1 (Homo sapiens), Q15102 | recombinant PAFAH1B3, FP-rhodamine probe | inhibition, % at 3.39 µM | actives 0.28% (n = 340,000);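 active means inhibition above the screen-wide average of all tested compounds plus 3 SD, cut at about 25% in these data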;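 further: 0% = enzyme with DMSO only and 100% = wells lacking PAFAH1B3 protein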
LYPLA2 inh = LYPLA2 inhibitors, primary screen, counter-screen for PME1 inhibitor project, biochemical, fluorescence polarization, FP-Rh probe ABPP | Acyl-protein thioesterase 2 (Homo sapiens), O95372 | recombinant LYPLA2 | inhibition, % at 5.9 µM | actives 0.38% (n = 320,000);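 active means inhibition above the screen-wide mean plus 3 SD, limit set per campaign, cut at about 26% in these data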;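 further: 0% = LYPLA2 with DMSO and 100% = wells lacking LYPLA2 enzyme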
GSTO1 inh = inhibitors of recombinant GSTO1, primary screen, counter-screen for RBBP9 inhibitor project, biochemical, fluorescence polarization. activity-based probe fluorescence polarization. actives 1.1% (n = 300,000). Glutathione S-transferase omega-1 (Homo sapiens), P78417. inhibition, % at 5.96 µM;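 active means inhibition above the campaign mean inhibition plus 3 SD, cut at about 35% in these data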;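 further: 0% = GSTO1-1 with DMSO and 100% = wells lacking GSTO1-1 enzyme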
LYPLA1 counter = LYPLA1 inhibitors, primary screen, counter-screen for PME1 inhibitor project, biochemical, fluorescence polarization, FP-Rh probe ABPP; Acyl-protein thioesterase 1 (Homo sapiens), O75608; recombinant LYPLA1; inhibition, % at 5.9 µM; actives 0.16% (n = 320,000);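 active means inhibition above the mean of all tested compounds plus 3 SD, set per campaign, cut at about 14% in these data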;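 further: inhibitors block serine hydrolase probe labeling of LYPLA1 so polarization falls; 0% = enzyme with DMSO and 100% = wells lacking LYPLA1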
PAD4 FP inh = human PAD4 inhibitors, primary screen, biochemical, fluorescence polarization, 1536-well format | actives 0.41% (n = 330,000) | recombinant PAD4, RCA probe fluorescence polarization | inhibition, % at 6.36 µM | Protein-arginine deiminase type-4 (Homo sapiens), Q9UM07 | AID 485272, 2010;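 active means percent inhibition above a cutoff equal to the mean of all tested compounds plus 3 SD, cut at about 15% in these data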;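 further: 0% = PAD4 with RCA probe and DMSO and 100% = probe without PAD4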
Target sequence (Q9UM07 whole entry, looked up): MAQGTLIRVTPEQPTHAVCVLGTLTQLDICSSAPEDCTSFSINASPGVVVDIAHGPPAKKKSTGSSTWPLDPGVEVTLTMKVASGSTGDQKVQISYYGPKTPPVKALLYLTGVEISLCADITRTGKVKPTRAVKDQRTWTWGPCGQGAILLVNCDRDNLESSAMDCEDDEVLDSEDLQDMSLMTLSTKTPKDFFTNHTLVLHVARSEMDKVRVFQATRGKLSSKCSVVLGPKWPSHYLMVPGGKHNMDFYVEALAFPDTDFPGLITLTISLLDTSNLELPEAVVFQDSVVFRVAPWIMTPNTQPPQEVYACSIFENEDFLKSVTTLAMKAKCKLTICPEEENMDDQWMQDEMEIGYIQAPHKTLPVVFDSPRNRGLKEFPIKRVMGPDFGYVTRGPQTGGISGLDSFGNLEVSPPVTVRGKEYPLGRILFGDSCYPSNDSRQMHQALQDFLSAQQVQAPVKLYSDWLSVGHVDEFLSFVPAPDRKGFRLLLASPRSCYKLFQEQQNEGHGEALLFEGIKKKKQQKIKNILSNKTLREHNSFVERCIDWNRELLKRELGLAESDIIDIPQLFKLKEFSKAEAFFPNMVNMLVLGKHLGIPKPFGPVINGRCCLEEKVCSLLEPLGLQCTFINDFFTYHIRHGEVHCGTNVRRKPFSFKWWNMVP
pPAFAH inh = pPAFAH enzyme inhibitors, primary screen, biochemical, fluorescence polarization, human. recombinant pPAFAH, FP-rhodamine probe fluorescence polarization. inhibition, % at 3.39 µM. actives 1.5% (n = 330,000). AID 463082, 2010;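 active means inhibition above the mean inhibition across the screen plus 3 SD, cut at about 25% in these data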;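 further: inhibitors block binding of the rhodamine activity-based probe so polarization drops; 0% = enzyme with DMSO and 100% = wells lacking pPAFAH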
Target sequence (Q13093 whole entry, looked up): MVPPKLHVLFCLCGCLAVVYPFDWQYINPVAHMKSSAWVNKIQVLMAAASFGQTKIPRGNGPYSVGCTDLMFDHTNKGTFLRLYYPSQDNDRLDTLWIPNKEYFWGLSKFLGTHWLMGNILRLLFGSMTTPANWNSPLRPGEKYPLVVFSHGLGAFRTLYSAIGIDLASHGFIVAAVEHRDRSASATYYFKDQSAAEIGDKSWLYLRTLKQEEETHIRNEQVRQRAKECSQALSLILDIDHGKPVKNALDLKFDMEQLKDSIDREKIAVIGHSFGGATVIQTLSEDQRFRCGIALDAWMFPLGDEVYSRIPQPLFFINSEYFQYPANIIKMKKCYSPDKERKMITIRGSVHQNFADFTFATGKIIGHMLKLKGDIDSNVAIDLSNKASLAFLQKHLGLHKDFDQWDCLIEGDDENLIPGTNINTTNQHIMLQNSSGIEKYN
PAFAH2 FP inh = PAFAH2 enzyme inhibitors, primary screen, biochemical, fluorescence polarization, human; recombinant PAFAH2, FP-rhodamine activity probe; inhibition, % at 3.39 µM; actives 0.99% (n = 340,000); AID 492956, 2010;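 active means inhibition above the mean over all tested compounds plus 3 SD, cut at about 30% in these data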;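 further: inhibitors block probe labeling of enzyme so polarization drops; 0% = enzyme with DMSO and 100% = wells lacking PAFAH2 protein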
PREPL inh = PREPL enzyme inhibitors, primary screen, biochemical, fluorescence polarization | Prolyl endopeptidase-like (Homo sapiens), Q4J6C6 | recombinant PREPL, fluorescence polarization activity-based probe | inhibition, % at 5.96 µM | actives 0.68% (n = 320,000); in the data active means inhibition above about 43%;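 further: 0% = enzyme with DMSO and 100% = wells lacking enzyme; many of its hits are not listed in these tables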
PAFAH1B2 FP inh = PAFAH1B2 enzyme inhibitors, primary screen, biochemical, fluorescence polarization, human; recombinant PAFAH1B2, FP-rhodamine activity probe; inhibition, % at 3.39 µM; actives 1.2% (n = 340,000); AID 492953, 2010;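 active means inhibition above the mean of all tested compounds plus 3 SD, cut at about 24% in these data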;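 further: 0% = enzyme with DMSO and 100% = wells lacking PAFAH1B2; many of its hits are not listed in these tables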
* marks the source's active call; other numbers are inactive results; · = no result given. The list is partial; count on the stated rates, not on these rows.

SMILES	PAFAH1B3 inh	LYPLA2 inh	GSTO1 inh	LYPLA1 counter	PAD4 FP inh	pPAFAH inh	PAFAH2 FP inh	PREPL inh	PAFAH1B2 FP inh
O=C(NCC(c1ccco1)N1CCN(c2ccccc2)CC1)C(=O)NC1CCCC1 (centres undefined)	7	3	-2	-1	0	-4	1	-6	5
Cn1c(SCc2cccnc2)nc2c(c1=O)SCC2	7	-2	14	-1	3	4	8	1	5
O=C(CSc1ccccc1)N1CCN(S(=O)(=O)c2ccccc2)CC1	-7	-5	3	1	-3	6	7	3	8
CCN(CC)CCn1c(C)nc2c(sc3nc4c(cc32)COC(C)(C)C4)c1=O	·	6	7	3	-6	6	·	-6	·
CCCCOc1cccc(C2(C(=O)O)CCCC2)c1	-1	7	2	1	6	1	-6	-3	3
CC(=O)Oc1ccc(OC(C)=O)c(SCCCCCN2CCOCC2)c1	1	1	79*	2	-7	4	2	1	-1
N#CCCn1cc(C(=O)Nc2ccccc2Br)c(-c2cc3ccccc3o2)n1	2	-1	5	-4	-3	3	-8	16	0
CC(=O)Nc1cccc(C(=O)OC(C(=O)c2ccc(C)c(C)c2)c2ccccc2)c1 (centres undefined)	-12	-49	-19	-32	-2	-17	-33	-21	-8
COc1ccc(S(=O)(=O)Cc2ccc(C(=O)NCC(OC)OC)o2)cc1	0	-8	2	-4	-2	-4	-7	7	7
CC1=C(C(=O)OCC2CCCO2)C(c2ccc(Cl)cc2)NC(=O)N1 (centres undefined)	1	7	0	5	0	5	-5	1	3
Cc1cccc(OCc2nnc(SCCC(=O)O)n2-c2ccccc2)c1	9	2	4	2	1	8	-1	0	3
c1ccc(CCc2nc(-c3ccccn3)no2)cc1	12	10	-5	1	0	3	2	-9	6
CCOC(=O)N1CCN(C(=O)c2ccc(CS(=O)Cc3ccccc3Cl)o2)CC1 (centres undefined)	0	-6	2	-1	-1	-1	2	8	2
CCOC(=O)c1cc(-c2ccc3c(c2)OCCO3)n[nH]1	5	7	5	0	2	1	-8	6	-9
COC(=O)/C(=C\c1cccnc1)NC(=O)c1ccc(OCc2ccccc2)cc1	0	-7	-9	-4	-3	2	8	8	1
COc1ccc(NC(=S)N2CCC(c3nc4ccccc4o3)CC2)c(OC)c1	2	9	-3	4	-3	8	4	26	5
COc1ccc([N+](=O)[O-])cc1NC(=O)Cc1ccc(C)cc1	-2	-2	-2	-2	0	3	1	4	1
CCN1CCN(c2ccc(S(=O)(=O)N3CCCCC3)cc2NC(=O)CC(NC(C)=O)c2ccccc2)CC1 (centres undefined)	8	-5	6	-5	-5	-4	-9	7	-2
CCN1C(=O)[C@H]2[C@@H](c3ccc(C)cc3)N3C(=O)N(c4ccc(C)cc4)C(=O)[C@@]3(CC)[C@H]2C1=O	1	7	-4	-1	0	6	9	7	8
COc1ccc(/C=N/Nc2cc(N3CCOCC3)nc(C)n2)c(OC)c1	3	3	-1	0	-3	9	3	11	2
Cc1ccc(Cl)cc1N1CCN(S(=O)(=O)c2ccc3c(c2)NC(=O)C(C)C(=O)N3)CC1 (centres undefined)	-10	-12	-5	-4	-4	-4	-2	-1	2
O=C(Oc1cccc(C(=S)N2CCCCC2)c1)c1ccccc1	2	3	14	-2	2	0	4	17	8
Cc1nc2sc(C(c3cccc(F)c3)N3CCN(C(=O)c4ccco4)CC3)c(O)n2n1 (centres undefined)	7	-4	3	0	3	-3	-36	-8	4
COCCNC(=O)Cc1cn(C)c2ccccc12	8	1	4	0	1	8	3	11	-3
Cc1c(C(=O)C(=O)N2c3ccccc3CC2C)c2ccccc2n1C (centres undefined)	6	-2	-6	-3	-3	4	10	-6	0

(cont.)
SMILES	PAFAH1B3 inh	LYPLA2 inh	GSTO1 inh	LYPLA1 counter	PAD4 FP inh	pPAFAH inh	PAFAH2 FP inh	PREPL inh	PAFAH1B2 FP inh
S=C1NC(c2ccccc2)=CC(c2ccccc2)N1 (centres undefined)	·	4	6	2	-3	0	·	11	·
COC(=O)c1sc2cc([N+](=O)[O-])cc(SCC(C)C)c2c1N	-6	0	-2	-5	-8	5	9	-4	-1
Cc1c(C(=O)O)sc2nc3n(c(=O)c12)CCC(C)CC3 (centres undefined)	-2	0	3	-1	-3	1	2	4	0
COc1ccccc1C(c1nnnn1Cc1ccccc1)N1CCN(C2CCCC2)CC1 (centres undefined)	8	6	-6	0	-1	2	3	14	7
COc1ccc(-c2noc(CCC(=O)NCc3cccnc3)n2)cc1OC	10	5	1	-4	4	-2	-2	2	2
Cc1ccc(NC(=O)c2cc3ccccc3o2)nc1	-7	0	-2	0	-2	2	1	6	-3
CC1CC1C(=O)OCC(=O)N(C)CC(=O)Nc1ccc(F)cc1 (centres undefined)	2	·	·	·	0	-4	3	14	-2
CCCN1CCN(CCCNC(=O)c2ccc3nc(N4CCC(C)CC4)sc3c2)CC1	5	-3	0	-2	-4	-1	7	7	0
CCOC(=O)C1CCCN(C(=O)c2ccc3nc(-c4cccc(OC)c4)oc3c2)C1 (centres undefined)	1	56*	-3	7	2	9	1	-16	-2
COCCCNC(=S)NNC(=O)c1ccc(C(C)(C)C)cc1	0	3	4	-2	4	5	-2	-3	-1
O=C(CSc1nnc(CNC(=O)c2ccc(F)cc2)o1)c1ccccc1	4	-1	24	-1	2	3	-2	13	8
CCOC(=O)C1(CCOc2ccccc2)CCN(Cc2cccc(OC)c2)CC1	0	-1	6	-3	1	4	0	-63	2
Cc1cc(C)c(C)c(S(=O)(=O)N2CCN(C(=O)C3CSC4(C)CCC(=O)N34)CC2)c1C (centres undefined)	-7	-2	2	-3	-4	2	5	2	1
CCCCCCSc1cccc(-c2nc3cc(C)ccn3c2NCc2ccccc2)c1	10	5	0	2	0	21	10	27	14
C/C=C(/C)C(=O)Nc1cccc(C2=NOC3(C2)C[C@H](C(N)=O)N(C(=O)Cc2ccc([N+](=O)[O-])cc2)C3)c1 (some centres undefined)	2	2	10	-4	-2	3	3	-4	6
Cc1ccc(N(C)/N=C/c2ccc(Cl)cc2Cl)nn1	5	-5	3	-5	0	-2	-10	23	3
CC(=O)Nc1cccc(-c2cn3ccc(C)cc3n2)c1	0	-5	-2	-3	-1	3	-2	10	3
NS(=O)(=O)c1ccc(NC(=O)CSc2nnc(-c3ccc(O)cc3)o2)cc1	1	0	5	-4	-1	1	4	-2	1
Cc1cccc2cc(CN(CCN(C)C)C(=S)NCc3ccco3)c(=O)[nH]c12	-2	-4	-3	4	-4	4	1	4	4
O=C(/C=C/c1c(F)cccc1Cl)Nc1ccc(S(=O)(=O)Nc2ncccn2)cc1	-9	2	0	2	3	8	-5	3	-5
CC(=O)C1=C(O)C(=O)N(c2ccc(S(N)(=O)=O)cc2)C1c1ccc([N+](=O)[O-])cc1 (centres undefined)	3	0	7	6	-6	3	-11	3	1
O=S(=O)(NCc1cccnc1)c1cccc2cccnc12	2	2	2	0	1	7	2	1	4
COCCN(CC(=O)Nc1cccc(C)c1C)C(=O)c1cc(-c2cccs2)nn1-c1ccccc1	-1	-2	·	-6	3	4	1	-26	0
CSc1ncc(Cl)c(C(=O)Nc2ccccc2Cl)n1	1	6	4	4	-3	7	4	-1	2
CN(C)S(=O)(=O)c1ccc(Nc2nc(C3CC3)nc3c2nnn3Cc2ccccc2Cl)cc1	-22	-6	-1	-2	-1	1	-21	3	-8

The list goes on.
SMILES	PAFAH1B3 inh	LYPLA2 inh	GSTO1 inh	LYPLA1 counter	PAD4 FP inh	pPAFAH inh	PAFAH2 FP inh	PREPL inh	PAFAH1B2 FP inh
COc1ccc(C(=O)C[n+]2ccc(N)c(C)c2C)cc1	-1	-4	7	1	-1	-2	-2	-6	-5
CC1=C(C(=O)OCc2ccc(C)cc2)C(c2ccc(O)c([N+](=O)[O-])c2)NC(=O)N1 (centres undefined)	1	2	-13	3	-2	7	-1	0	3
CS(=O)(=O)N1CCN(C(=O)c2cc3ccccc3oc2=O)CC1	6	0	3	0	-2	1	-5	6	5
CN1CCN(c2ccc(C(CC(N)=O)NC(=O)Cc3ccc(Br)cc3)cc2[N+](=O)[O-])CC1 (centres undefined)	3	0	1	-2	2	4	7	7	8
COc1ccccc1C(=O)NC1CCSc2ccccc21 (centres undefined)	-4	7	2	1	-3	3	-2	5	-1
COC(=O)N[C@@H]1C[C@H]2[C@@H]3CC[C@H]4C[C@@H](OC)CC[C@]4(C)[C@H]3CC[C@]12C	-3	6	·	1	2	-3	-1	-7	-1
CC(C)c1ccc(S(=O)(=O)Nc2ccc3c(c2)OCO3)cc1	8	·	·	·	0	6	4	-8	1
COCCNS(=O)(=O)c1ccc2c(c1)C(=NO)c1cc(S(=O)(=O)NCCOC)ccc1-2	-31	-32	3	-23	-4	-33	-36	-7	-24
COc1cccc(-c2nnc(SCC(=O)OC(C)C)n2N)c1	11	-1	-7	-2	-2	-1	-6	2	4
COc1ccc(-c2ccc(CCC(=O)O)n2-c2ccc(O)cc2)cc1	1	-5	14	-6	-17	7	10	8	9
CN1CCc2c(sc3nc(SCC(=O)N4CCOCC4)n(-c4ccc(Cl)cc4)c(=O)c23)C1	7	-4	10	0	4	3	1	24	2
Cc1nc(SCC(=O)N2CCc3ccccc3C2)c2c(C)c(C)sc2n1	4	-1	-5	-1	-3	-3	-6	21	-2
COc1ccc(S(=O)(=O)c2c(O)c3ccc(C(=O)Nc4ccccc4F)cc3[nH]c2=O)cc1	3	-1	-2	0	3	-6	6	1	3
Cc1c(C(=O)Nc2ccc(S(=O)(=O)N(C)C3CCN(C)CC3)cc2)oc2c(Cl)cccc12	5	-12	-1	-8	-2	-7	-1	0	2
CC1=CC(C)(C)N(C(=O)CSc2nccn2C)c2cc(C)ccc21	12	-3	9	-4	0	-6	4	-6	8
COc1ccc(OC)c(/C=N/NC(=O)c2ccc(N(C)S(=O)(=O)c3ccccc3)cc2)c1	-1	-23	-5	-15	0	6	0	2	0
CC(=O)Nc1ccc(/C=C/c2ccc3c([N+](=O)[O-])cccc3n2)cc1	6	-2	4	-1	-3	-3	4	3	1
Cc1ccc(Nc2c(-c3ccc(N4CCOCC4)cc3)nc3ncccn23)cc1	2	-3	2	2	-2	-3	-3	11	-5
CC1CCCCN1S(=O)(=O)c1ccc2c(c1)CCN2C(=O)C1CCC1 (centres undefined)	-3	3	-11	1	-3	-4	6	6	2
COC(=O)CNC(=O)c1cn(-c2ccc(C)c(C)c2)c(=O)c2ccccc12	7	-6	-2	-1	3	-1	-8	14	-2
O=C(Cc1ccc(F)cc1)NC1CCCC1	-1	1	8	5	-2	6	3	7	2
CCc1nnc(NC(=O)CSc2nc3c(c(=O)n2-c2ccccc2OC)SCC3)s1	-1	-4	36*	2	0	0	-6	0	-3
CCOc1ccc(NC(=O)CSc2nnc(-c3ccccc3)n2N)cc1	4	-2	0	0	-1	3	-5	-3	0

High-throughput results: PubChem BioAssay, The Scripps Research Institute Molecular Screening Center
